# MBD2 DNA inh = inhibitors of human MBD2 binding to methylated oligonucleotide; inhibition, % at 4.4 µM; hit rate 0.31% among 370,000; TR-FRET; in the data active = inhibition above about 13%
# TDP2 absorb = blocks human TDP2 phosphodiesterase activity | O95551 | recombinant TDP2, T5PNP hydrolysis, p-nitrophenol absorbance 415 nm | inhibition, % at 12.8 µM | hit rate 0.34% among 370,000;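 active = inhibition above the mean of all tested compounds plus 3 SD, set per campaign, cut at about 25% in these data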;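 note: 0% = DMSO with enzyme and 100% = buffer with substrate but no TDP2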
#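 System: recombinant human TDP2 / Amount: 120 nM TDP2 per well / Also added: 5 mM T5PNP chromogenic substrate / Doses: 12.8 µM single point, 1% DMSO / Incubation: 2 h at 37 °C / Detection: p-Nitrophenol epi absorbance / Evaluation: % inhibition relative to enzyme-containing and enzyme-free wells / Repeats: singlicate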
# mABHD4 FP = inhibitors of mouse ABHD4; Q8VD66; purified mABHD4, FP-Rh probe fluorescence polarization; inhibition, % at 8.92 µM; hit rate 0.54% among 370,000;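 active = inhibition exceeding the mean over every tested compound plus 3 SD, cut at about 30% in these data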;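 note: 0% = plate median of compound wells and 100% = S159A mutant with DMSO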
#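 system = mouse ABHD4 enzyme, wild type | medium = HEPES pH 7.0, NaCl, Pluronic buffer | also added = FP-Rh probe | incubation = Enzyme–compound pre-incubation 45 min, then probe 60 min, both 25 °C | technique = fluorescence polarization, excitation 525 nm, emission 598 nm, BODIPY TMR filters | controls = S159A mutant high control, sample median low control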
# HTRA1 inh = blocks human HTRA1 serine peptidase; Q92743; recombinant HTRA1, FP-rhodamine activity-based probe, fluorescence polarization; hit rate 0.5% among 340,000; inhibition, % at 5.96 µM; in the data active = inhibition above about 36%;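 note: 0% = enzyme with DMSO and 100% = wells lacking enzyme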
# SIAE inh = blocks human sialic acid acetylesterase. SIAE FP-Rh probe binding, fluorescence polarization. inhibition, % at 9.66 µM. hit rate 0.69% among 370,000;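 active = inhibition above a cutoff: mean of compounds within the control limits plus 3 SD of those, cut at about 17% in these data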;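 note: 0% = plate median of compound wells and 100% = probe without SIAE protein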
# Target sequence (Q9HAT2 whole entry, looked up): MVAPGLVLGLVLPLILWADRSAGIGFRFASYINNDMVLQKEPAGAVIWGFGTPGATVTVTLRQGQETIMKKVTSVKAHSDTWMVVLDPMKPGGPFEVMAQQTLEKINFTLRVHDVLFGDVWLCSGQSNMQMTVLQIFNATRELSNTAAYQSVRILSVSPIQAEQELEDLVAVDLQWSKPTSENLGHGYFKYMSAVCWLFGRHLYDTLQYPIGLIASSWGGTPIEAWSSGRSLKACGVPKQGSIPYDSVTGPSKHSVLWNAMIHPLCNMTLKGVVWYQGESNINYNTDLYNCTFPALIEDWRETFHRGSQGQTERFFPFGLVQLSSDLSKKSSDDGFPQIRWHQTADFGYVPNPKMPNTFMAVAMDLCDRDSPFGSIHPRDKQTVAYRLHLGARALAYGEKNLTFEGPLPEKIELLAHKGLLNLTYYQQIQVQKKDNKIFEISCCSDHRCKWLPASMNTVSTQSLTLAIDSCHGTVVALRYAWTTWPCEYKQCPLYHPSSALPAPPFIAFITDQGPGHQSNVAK
# NPR2 activator = GC-B (human) receptor activation; hit rate 0.11% among 370,000; activation, % at 10 µM; P20594; HEK293-GC-B cells, CNP EC30, cGMP TR-FRET; 0% at EC30 CNP, 100% saturating CNP; AID 1920062;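 active = activation at 10 µM reaching about 35% in either raw or pattern-adjusted values, limit read from the data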
# rCAG RNA binder = r(CAG) repeat RNA binding; hit rate 1.3% among 370,000; TO-PRO-1 dye displacement fluorescence; AID 651821; inhibition, % at 3 µM;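 active = inhibition above the plate cutoff, the mean of all test compounds on that plate plus 3 SD, cut at about 35% in these data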;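 note: 0% = DMSO alone and 100% = 100 µM mitoxantrone as full dye displacement; higher means more dye released from RNA so lower well fluorescence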
# LEDGF integ inh = blocks HIV-1 LEDGF/p75-dependent DNA integration; TR-FRET IN-LEDGF/p75 DNA integration, Eu/Cy5; AID 743269; hit rate 0.64% among 370,000; inhibition, % at 3.7 µM;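 active = inhibition above the screen-wide mean plus 3 SD, cut at about 13% in these data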;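 note: signal is the Cy5 over europium emission ratio at 671 and 618 nm; 0% = plate median of compound wells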
# TCR CD3 inh = blocks the human TCR-CD3 interaction. TAMRA-labeled TCR probe fluorescence, biochemical. inhibition, % at 9.4 µM. hit rate 0.37% among 360,000. AID 651800; in the data active = inhibition above about 19%;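 note: recombinant mutant TCR 2C K166C tagged with TAMRA read by polarization; 0% = receptor in buffer alone and 100% = receptor with positive control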
# PRMT1 FP inh = inhibitors of human PRMT1; inhibition, % at 2.79 µM; AID 652257; hit rate 1.3% among 370,000; recombinant PRMT1, activity-based probe fluorescence polarization; Q99873;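 active = inhibition above about 21% made by adding two undisclosed values, limit read from the data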
# Target sequence (Q99873 whole entry, looked up): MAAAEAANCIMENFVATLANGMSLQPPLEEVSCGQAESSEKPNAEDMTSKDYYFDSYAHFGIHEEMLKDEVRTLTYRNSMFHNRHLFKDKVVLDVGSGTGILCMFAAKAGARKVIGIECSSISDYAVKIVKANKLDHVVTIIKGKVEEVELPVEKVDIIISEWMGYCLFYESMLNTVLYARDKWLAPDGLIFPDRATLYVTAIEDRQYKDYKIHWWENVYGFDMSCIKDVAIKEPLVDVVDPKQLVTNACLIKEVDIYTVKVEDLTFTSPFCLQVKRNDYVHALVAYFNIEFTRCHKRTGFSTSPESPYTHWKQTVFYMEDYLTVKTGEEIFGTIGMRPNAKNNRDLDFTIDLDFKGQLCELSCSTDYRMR
# Numbers without * were called inactive; x = not tested or not shown.
SMILES,MBD2 DNA inh,TDP2 absorb,mABHD4 FP,HTRA1 inh,SIAE inh,NPR2 activator,rCAG RNA binder,LEDGF integ inh,TCR CD3 inh,PRMT1 FP inh
O=C1Cc2cccc3cccc1c23,-1.9,6.6,4.5,0.9,8.9,6.9,-1.3,-2.1,-4.0,1.8
CCCN(CC(=O)Nc1ccc(C(N)=O)cc1)CC(=O)Nc1cc(Cl)ccc1Cl,-3.2,-1.7,0.3,-1.6,-3.2,-1.5,-2.9,4.0,3.4,-1.7
CC(=O)Nc1ccc(N=Cc2c(O)c3ccccc3oc2=O)cc1,0.3,19.2,-2.5,0.4,0.1,0.4,-0.9,0.7,7.6,-2.0
O=C(CN1CCN(S(=O)(=O)c2ccc3ccccc3c2)CC1)N1CCc2ccccc2C1,5.9,-3.4,-15.6,-44.5,-3.9,-5.5,2.3,-0.1,-4.2,2.8
CSc1nc(N)nc2c1ncn2CC(=O)NCc1ccccc1,-1.6,2.8,11.8,7.3,-6.8,1.0,2.8,-2.6,0.2,0.9
O=c1cc(-c2ccsc2)oc2ccccc12,1.7,-5.4,-4.7,2.6,-4.7,-6.2,5.1,1.3,-0.4,0.5
COc1ccc(S(=O)(=O)n2cnc3cc(C)c(C)cc32)cc1,5.7,-5.5,-19.5,-3.4,0.1,1.2,4.2,-3.9,-6.2,6.1
CCc1ccccc1NC(=O)Nn1cnnc1,0.4,-5.1,2.0,0.7,-6.3,-1.6,-5.5,-4.8,-3.4,2.2
O=S(=O)(Nc1ccc(-c2nc3ccccc3o2)cc1)c1ccccc1,4.8,-7.7,-46.9,-25.2,-23.4,-8.1,34.3,0.3,-8.1,3.9
C=CCOc1ccc(/C=N/NC(=O)C(C)Sc2ccccn2)cc1OC (stereo unspecified),-7.0,-2.0,-4.1,-3.0,0.1,6.3,-3.6,0.3,9.8,1.1
CC(CN1CCCCC1)NC(=O)c1cccs1 (stereo unspecified),0.6,6.2,3.3,3.3,6.8,1.8,0.6,-1.8,1.7,-3.5
O=C1CCNCCN1[C@H](CO)Cc1ccccc1,-5.5,3.9,-7.1,0.3,10.1,6.1,-1.6,1.5,-0.5,0.8
Cc1cc(NC(=O)CCC(=O)N(c2ccc(C)c(F)c2)C(C(=O)NC2CCCC2)c2ccco2)no1 (stereo unspecified),-0.4,-4.0,-0.7,0.2,-1.3,-0.3,4.1,1.1,6.3,-4.2
CCOc1ccc(CNC(=O)C2CCCN(S(=O)(=O)N3CCC(C)CC3)C2)cc1OC (stereo unspecified),-6.7,0.4,-0.2,-1.5,1.7,0.5,-2.3,-2.1,-10.7,5.4
Cc1nn(C)cc1CN(C)C(=O)c1nn2c(c1Cl)NC(c1cccs1)CC2C(F)(F)F (stereo unspecified),1.1,-11.0,-4.2,-12.7,3.7,-0.7,-8.7,3.9,2.6,-4.4
COc1cc2c(cc1OC)CN(C(=O)c1ccc3[nH]c(C)c(C)c3c1)CC2,-0.1,7.0,1.1,5.1,-0.2,-4.5,10.9,5.3,2.2,-5.8
CCn1c(SCC(=O)Nc2cccc(C)c2)nc2nc3c(cc2c1=O)COC(C)(C)C3,0.6,-1.4,-1.7,-15.4,-1.4,4.7,-5.4,-1.0,2.5,1.9
CCn1c(COc2ccc3c(c2)CCCC3)nnc1SCC(=O)Nc1nccs1,-5.4,-22.5,-2.4,3.4,0.4,4.0,2.0,2.2,-6.1,0.2
Cc1ccc(C(=O)Nc2nc(-c3cc(Cl)sc3Cl)cs2)cc1,7.6,11.3,8.5,7.0,0.9,-2.5,-0.5,-1.9,-1.9,-0.8
COc1ccc(C=O)cc1CSc1nnc(COc2cccc3cccnc23)o1,3.7,3.3,1.0,0.1,-4.1,-1.4,-6.7,-1.0,11.3,-0.3
CSC(C1CCCC1)n1nnc2ccccc21 (stereo unspecified),-1.4,1.4,0.9,-7.2,-5.8,6.1,-4.0,1.5,1.6,-0.9
Cc1ccc(-n2ncc3c(=O)[nH]c(SC(C)C)nc32)cc1,-1.4,8.4,-5.6,-2.5,-0.3,3.5,3.4,2.5,11.7,-1.7
Cc1cc(=O)oc2cc(OCC(=O)N3CCN(C(=O)C4COc5ccccc5O4)CC3)ccc12 (stereo unspecified),4.2,1.3,5.9,0.3,0.6,-0.6,1.4,-0.3,4.0,-0.4
FC(F)(F)c1ccccc1Cc1c(-c2ccc(Cl)cc2)nc2ccc(Br)cn12,3.7,4.2,-20.9,x,-11.8,-1.1,64.0*,-1.3,-8.7,5.8
O=C(O)c1ccc(-c2cccc([N+](=O)[O-])c2)o1,-2.0,-14.5,3.2,-4.0,-3.2,1.0,-0.3,6.3,-2.5,2.1
Brc1cccc(-c2nnc3n2CCC3)c1,1.5,-6.0,-14.6,-1.1,10.2,1.0,-3.2,1.7,4.8,-2.1
CCCCn1c(N)c(N(C)C(=O)c2ccc(-n3cccn3)cc2)c(=O)[nH]c1=O,0.5,9.4,-1.5,0.7,4.8,1.1,1.7,-7.4,-2.2,2.0
COc1ccc(C2(c3ccc(OC)cc3)NC(=O)NC2=O)cc1,1.8,3.7,3.4,-1.0,-7.9,-3.0,0.7,0.6,2.4,3.6
CSc1ccccc1C(=O)N1CCC(n2nccc2NC(=O)C(C)(C)C)CC1,7.4,-10.7,-4.8,5.2,-2.9,-2.4,-5.4,-0.1,-3.1,6.4
CC[C@]12c3[nH]c4cc(-c5ccco5)ccc4c3CCN1C(=O)[C@@H](CC(=O)NCCc1ccccn1)C[C@@H]2C(=O)N1CCN(C(=O)c2ccco2)CC1,-1.9,2.5,5.9,4.5,4.4,0.8,12.8,1.9,-10.1,16.1
Cc1ccc(CN(Cc2ccc(C)o2)C(=S)NCC(=O)O)cc1,1.7,-4.9,7.0,-2.0,5.7,-2.9,3.3,1.9,-0.2,1.1
Cn1c(Cn2c(=O)sc3ccccc32)nnc1SCC(=O)N1CCc2ccccc21,0.6,1.1,-0.9,-1.2,0.8,-7.4,2.5,-1.1,-1.4,1.7
COC(=O)COc1ccsc1C(=O)OC,1.6,4.8,0.3,1.7,3.5,4.5,-4.0,-2.5,-0.1,0.2
Cc1cc(/C=N/NC(=O)CC2(C)OCCO2)c(C)n1-c1cc(Cl)cc(Cl)c1,0.4,-9.4,-3.4,-0.8,-3.4,-6.9,-3.6,5.3,-5.8,2.1
COCc1cc(N2CCN(c3ccccc3F)CC2)nc(-c2ccccc2)n1,9.7,-8.3,-15.4,-11.5,-11.0,-11.6,4.0,1.1,-2.1,1.5
C#CCN(C[C@H]1[C@H](OC(=O)NCc2ccc(OC)c(OC)c2)[C@H](OC(=O)NCc2ccc(OC)c(OC)c2)C[C@H]2C(=O)N(c3ccccc3)C(=O)[C@@H]12)S(=O)(=O)c1ccc(C)cc1,0.7,-1.6,-12.7,-3.7,-6.7,6.0,18.9,-0.9,-2.6,-0.5
CC(Sc1nnnn1-c1ccccc1)C(=O)Nc1ccc(Cl)cn1 (stereo unspecified),5.3,1.3,-1.0,-16.7,1.4,-8.9,-7.5,-1.8,3.6,-3.5
CCCNC(=O)c1cc2c(c(-c3cccc(-c4ccc(C#N)cc4)c3)n1)[C@@H](CCO)N(C(=O)CC)C2,-2.7,2.0,-11.5,x,-1.9,7.5,3.7,-3.5,-3.1,-5.3
COc1ccc2[nH]c(C)c(C(=O)CN3CCOCC3)c2c1,2.0,-6.4,-3.0,-0.6,1.2,6.2,1.1,1.9,0.0,-1.0
CC(=O)Nc1ccc(NC(=O)CSc2nnc(-c3cc4ccccc4o3)n2C)cc1,-6.4,-0.3,-5.2,2.5,-0.5,-4.7,-0.8,2.6,2.9,-1.4
Cc1cc(OC(=O)c2ccc(Cl)cc2Cl)nc(C)n1,4.5,5.2,1.3,1.6,-2.1,-3.9,-3.9,-3.9,2.6,-0.3
O=S(=O)(c1ccc(Cl)cc1)N1CCN=C1SCc1cccc(Cl)c1,0.1,-3.1,-16.1,-21.0,-4.9,-8.5,2.2,-1.7,-1.9,0.1
Cc1ccc(C)c(C(=O)N(Cc2nc(-c3ccc(Cl)cc3)no2)C(C)C)c1,-2.7,-4.8,7.5,-42.2,-5.6,-3.9,0.7,-0.6,3.6,1.5
O=S(=O)(N[C@@H]1CC[C@H](CCNS(=O)(=O)c2ccccc2Cl)O[C@@H]1CO)c1ccccc1,3.5,5.9,-5.0,x,0.0,-0.6,1.7,-2.8,-2.7,1.0
CC1c2cc3c(cc2CCN1C(=O)c1cccc(F)c1)OCCCO3 (stereo unspecified),3.2,4.0,-4.9,-2.9,4.8,5.3,-4.7,3.6,-5.4,4.9
Cc1cc(N/N=C\c2ccccc2)nc(-c2ccccc2O)n1,0.0,-6.4,-4.3,-36.2,-0.7,7.6,7.6,0.9,-2.5,-2.2
Cc1nc2sc(C(c3ccc(F)cc3)N3CCOCC3)c(O)n2n1 (stereo unspecified),-1.7,-1.3,9.8,-4.5,1.9,0.9,-3.2,-0.2,-3.1,2.1
COc1ccc(C(=O)N/N=C\c2ccc(OC)c(COc3ccccc3Br)c2)c(OC)c1,3.1,4.6,-53.9,-66.5,-83.5,3.3,13.7,-3.7,26.1*,3.6
Cc1cc(C(=O)Nc2ccc(Br)cc2F)n(-c2ccccc2)n1,1.1,7.6,2.2,-7.9,7.2,-2.7,-3.2,0.5,2.8,-2.6
CCCSc1nc(-n2ncc(C#N)c2N)c2c3c(sc2n1)CCC(C)C3 (stereo unspecified),0.3,-13.5,-4.2,-27.7,-4.5,-0.7,3.7,2.7,12.8,0.6
CC(C)(C)c1ccc2cccc(F)c2n1,-3.3,-9.0,11.7,x,-0.4,-7.6,0.7,2.4,2.8,-1.3
Cc1c(/C=N/NC(=O)c2cc(Br)ccc2O)c(=O)n(C)c(=O)n1C,2.7,-8.0,7.9,4.7,12.1,-1.7,4.8,-2.5,-9.8,3.2
Cc1cc(C(=O)N/N=C2\CC(=O)CC(C)(C)C2)c(C)n1-c1ccccc1,-6.3,3.4,1.1,-3.7,14.5,-1.0,1.4,2.1,0.1,2.6
COc1ccc2oc(C(=O)Nc3ccccn3)c(C)c2c1,-5.1,-1.0,-4.8,-23.5,3.9,-5.3,5.4,4.5,6.9,-0.2

# Single entries from the results shown:
# Entry for O=S(=O)(N[C@@H]1CC[C@H](CCNS(=O)(=O)c2ccccc2Cl)O[C@@H]1CO)c1ccccc1 in rCAG RNA binder: 1.7
# Entry for Cc1cc(NC(=O)CCC(=O)N(c2ccc(C)c(F)c2)C(C(=O)NC2CCCC2)c2ccco2)no1 (stereo unspecified) in NPR2 activator: -0.3

# Screening results as filed in PubChem BioAssay.

# Only part of the results is shown; the hit share may differ from the screen's.
